Bioassay records (PubChem BioAssay)
Dengue-2 NS5 capping – flavivirus cap methylation enzyme inhibition – biochemical, confirmation dose response, primary screen (AID 588689); Dengue-2 NS5 methyltransferase capping enzyme assay, biochemical; higher % means a stronger effect; actives 0.3% (n = 340,000); inhibition, % at 25 µM; hits with a dose series show IC50 in µM; in the data active = a potency from the dose series; inconclusive = inhibition above about 29% without an active follow-up result
Rac1 GTP hydrolysis – MgcRacGAP GTPase-activating activity inhibitors, confirmation, biochemical, ADP Hunter fluorescence. MgcRacGAP-stimulated Rac1 GTP hydrolysis, ADP Hunter fluorescence; higher % means a stronger effect; GST-tagged Rac1 F28L mutant substrate. one-dose inhibition, % at 30 µM; IC50 in µM for titrated hits. actives 0.6% (n = 340,000). AID 624330;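 active = first-screen hits whose inhibition reached a set limit at any dose in the follow-up dose series; inconclusive = inhibition above the set first-screen limit but never retested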;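 also: fluorescence reports GDP produced by GAP-driven GTP hydrolysis; strong numbers were not always called active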
Dengue-2 NS5 capping pilot replicate – recorded beside Dengue-2 NS5 capping, whose call it bears; inhibition, %; measured here: pilot screen replicate inhibition
An asterisk follows results filed as active; ? = inconclusive. Some of the compounds tested; the hit share may differ from the screen's.

SMILES	Dengue-2 NS5 capping	Rac1 GTP hydrolysis	others
C[C@@H]1CCCCO[C@@H](CN(C)Cc2ccccc2)[C@@H](C)CN([C@H](C)CO)C(=O)c2cc(NC(=O)Nc3cccc4ccccc34)ccc2O1	-3%	17%
CC(=O)N1CCN(S(=O)(=O)c2cccc(C(=O)N(C)Cc3ccc(C)o3)c2)CC1	-2%	10%
Cc1ccc(S(=O)(=O)N(C)CC(=O)NNC(=O)CCNS(=O)(=O)c2cccc(C)c2)cc1	-8%	9%
Cc1ccc(S(=O)(=O)N2C[C@H]3n4c(=O)ccc(=O)n4C[C@H](OC(=O)NC4CCCC4)[C@@]3(O)C2)cc1	-23%	6%
COc1cc(-c2noc(C)c2C(=O)NCc2ccc(C)o2)cc(OC)c1OC	3%	7%	Dengue-2 NS5 capping pilot replicate=0.6
CC1CC(C)(C)CC2(C1)NC(=O)N(CC(=O)Nc1ccc3c(c1)OCO3)C2=O (stereo not given)	0%	21%
CCCCN(C(=O)CSc1ncnc2sccc12)c1c(N)n(Cc2ccccc2)c(=O)[nH]c1=O	1%	0%
CC(=O)Cn1cnc2c(cnn2-c2ccc(F)cc2)c1=O	-2%	12%
CCN(Cc1nc2cc(Cl)ccc2c(=O)[nH]1)C(=O)c1cc2c(s1)CCCCC2	12%	9%
C[C@H](CO)N1C[C@H](C)[C@@H](CN(C)C(=O)Nc2ccc(C(F)(F)F)cc2)Oc2c(NS(=O)(=O)c3ccccc3)cccc2C1=O	1%	13%

2 entries picked at random from the list so far, as already listed:
SMILES	Dengue-2 NS5 capping	Rac1 GTP hydrolysis	others
CC1CC(C)(C)CC2(C1)NC(=O)N(CC(=O)Nc1ccc3c(c1)OCO3)C2=O (stereo not given)	0%	21%
CC(=O)Cn1cnc2c(cnn2-c2ccc(F)cc2)c1=O	-2%	12%

New compounds follow
SMILES	Dengue-2 NS5 capping	Rac1 GTP hydrolysis	others
CC[C@@]1(C(=O)OC)N[C@H](CN(C)S(=O)(=O)c2ccc(C(F)(F)F)cc2)[C@@H]2C(=O)N(C)C(=O)[C@@H]21	-4%	5%	Dengue-2 NS5 capping pilot replicate=0.0
C=CCOC(=O)N1CCC2CC1c1cc(-c3ccc(OC)cc3)ccc12 (stereo not given)	-3%	11%	Dengue-2 NS5 capping pilot replicate=3.7
CCOC(=O)C(Cc1c[nH]c2cc([N+](=O)[O-])ccc12)(NC(C)=O)C(=O)OCC	1%	5%
CCN(CC)S(=O)(=O)c1ccc(CNC(=O)CN2C(=O)NC3(CCc4ccccc43)C2=O)cc1 (stereo not given)	5%	4%
COc1ccc(NC(=O)N(C)C[C@@H]2OCc3cn(nn3)CCCC(=O)N([C@H](C)CO)C[C@H]2C)cc1	-2%	14%
CC1CCCC(C)N1C(=O)COC(=O)c1ccco1 (stereo not given)	-3%	9%
CN(C(=O)c1ccc(N2CCCCC2)c([N+](=O)[O-])c1)C1CCS(=O)(=O)C1 (stereo not given)	-5%	4%
O=C(O)COc1ccc(NC(=O)c2ccc3c(c2)C(=O)N(CC2CCCO2)C3=O)cc1 (stereo not given)	6%	5%
O=C(N[C@@H]1C/C=C\C[C@@H](CC(=O)N(CCO)Cc2ccccc2)C(=O)NC[C@H](c2ccccc2)OC1=O)OCC1c2ccccc2-c2ccccc21	-6%	1%
CC(NC(=O)COC(=O)Cc1cccs1)c1ccc(F)cc1 (stereo not given)	-14%	5%
COc1cc(Cc2cc(OC)c(O)c(OC)c2)cc(OC)c1O	4%	7%
CCCCN(C(=O)COC(=O)c1sccc1C)c1c(N)n(CCC)c(=O)[nH]c1=O	-1%	2%
CC1CCCCC1NCC(=O)Nc1ccccc1C(=O)Nc1ccccc1 (stereo not given)	2%	2%
COC(=O)[C@]1(Cc2ccccc2)N[C@H](CN(C)C(=O)c2ccccc2)[C@@H]2C(=O)N(Cc3ccccc3)C(=O)[C@@H]21	-1%	1%
COc1ccccc1NOC(=O)CCOc1ccccc1	7%	6%
CCOc1ccc(C(=O)CCC(=O)N2CCN(c3ccc(O)cc3)CC2)cc1	-4%	?
CC1(C)NC(=O)N(CC(=O)Nc2ccc(-n3cnnn3)cc2)C1=O	2%	4%
Cc1ccc(CN2CC(C(=O)Nc3nc(C)cs3)CC2=O)cc1 (stereo not given)	-9%	0%
C[C@H]1CN([C@@H](C)CO)C(=O)c2cccc(NS(=O)(=O)c3ccc(Cl)cc3)c2O[C@@H]1CN(C)CC1CCCCC1	-1%	4%
CN1CCC(N(C)C(=O)c2ccc(Cl)c(S(=O)(=O)N(C)c3ccc(Cl)cc3)c2)CC1	-12%	-3%

Sorted by SMILES length (descending): some entries from above.
SMILES	Dengue-2 NS5 capping	Rac1 GTP hydrolysis	others
COC(=O)[C@]1(Cc2ccccc2)N[C@H](CN(C)C(=O)c2ccccc2)[C@@H]2C(=O)N(Cc3ccccc3)C(=O)[C@@H]21	-1%	1%
C[C@H]1CN([C@@H](C)CO)C(=O)c2cccc(NS(=O)(=O)c3ccc(Cl)cc3)c2O[C@@H]1CN(C)CC1CCCCC1	-1%	4%
CN1CCC(N(C)C(=O)c2ccc(Cl)c(S(=O)(=O)N(C)c3ccc(Cl)cc3)c2)CC1	-12%	-3%
CCOc1ccc(C(=O)CCC(=O)N2CCN(c3ccc(O)cc3)CC2)cc1	-4%	?
CC1(C)NC(=O)N(CC(=O)Nc2ccc(-n3cnnn3)cc2)C1=O	2%	4%
CC1CCCCC1NCC(=O)Nc1ccccc1C(=O)Nc1ccccc1 (stereo not given)	2%	2%
COc1ccccc1NOC(=O)CCOc1ccccc1	7%	6%

(listing goes on)
SMILES	Dengue-2 NS5 capping	Rac1 GTP hydrolysis	others
CC(=O)N(C(C)=O)c1ccc(Oc2ccc(Oc3ccc(N(C(C)=O)C(C)=O)cc3)cc2)cc1	6%	6%
CSc1nc(N)nc2c1ncn2CC(=O)N1CCN(c2ccccn2)CC1	-2%	8%	Dengue-2 NS5 capping pilot replicate=-1.8
COc1ccc(C(C)=NOC(=O)c2c(-c3ccccc3Cl)noc2C)cc1CN1CCOCC1	1%	8%
CC(C)[C@H](NC(=O)c1ccc(Cl)cc1Cl)C(=O)NNC(=O)c1ccco1	-4%	4%
Cc1ccc(C(=O)NNC(=O)c2ccc3ccccc3c2)cc1	-11%	2%
O=C(O)c1cc(S(=O)(=O)N2CCCCC2)ccc1N1CCOCC1	0%	1%
Cc1noc(C)c1NC(=O)N(C)C[C@@H]1Oc2ncc(C#CC3CC3)cc2C(=O)N([C@@H](C)CO)C[C@@H]1C	-4%	14%
CC1(C)NC(=O)N(CC(=O)OCC(=O)c2ccc(Cl)s2)C1=O	4%	-1%
CCSc1nnc(SCC(=O)Nc2cc(C)on2)s1	-4%	-1%
CN(Cc1ccccc1)C(=O)c1cccc(NC(=O)Cc2ccc(NC(=O)C3CCN(C(=O)C4CCCC4)CC3)cc2)c1	-2%	10%
C[C@@H]1CN([C@@H](C)CO)C(=O)c2cc(N(C)C)ccc2O[C@@H]1CN(C)Cc1ccncc1	-2%	7%
CN(Cc1ccccc1)C(=O)c1ccc(NC(=O)Cc2ccc(NC(=O)C3CCCN(S(=O)(=O)c4cccc([N+](=O)[O-])c4)C3)cc2)cc1 (stereo not given)	-4%	4%	Dengue-2 NS5 capping pilot replicate=-2.4
N#Cc1c(-c2ccc(Cl)cc2)c(-c2ccc(Cl)cc2)nn(CCO)c1=O	-9%	-4%
C[C@@H]1CN([C@@H](C)CO)C(=O)c2cc(N(C)C)ccc2O[C@@H](C)CCCCO[C@@H]1CN(C)S(=O)(=O)c1cccs1	6%	18%
COc1ccccc1C(=O)Nc1ccc(C)c(S(=O)(=O)N2CCCCC2)c1	1%	2%
COc1ccccc1CNS(=O)(=O)c1cc(C(=O)N(C)Cc2cccnc2)c(Cl)cc1Cl	-3%	7%
O=C(O)c1cc(S(=O)(=O)Nc2cccc(S(=O)(=O)N3CCCC3)c2)ccc1Cl	1%	8%
Cc1ccc(S(=O)(=O)N2C[C@@H](C)[C@]3(C2)[C@H](O)[C@H](OC(=O)NCc2ccccc2F)C[C@H]2C(=O)N(c4ccccc4)C(=O)[C@H]23)cc1	-2%	11%
O=C1OC2(c3ccccc31)c1ccccc1-c1ccccc12	9%	2%
COc1ccc([C@H]2C(C(=O)O)=C[C@@H](C(C)(C)C)N2S(=O)(=O)c2ccc(C)cc2)cc1OC	-3%	4%	Dengue-2 NS5 capping pilot replicate=-5.5
